Measles CPE – protection of cells from measles virus; 1.5% of 140,000 active; protection (pct of control), % at 4 µM; Measles virus-infected cells, CPE protection, absorbance; in the data active = protection mostly above about 24%, no sharp cut-off; inactive = mostly below about 26%; also: some compounds called inactive have numbers as strong as hits
HCT116 bCat-KO – beta-catenin-lacking colon tumor cell growth suppression; HCT116 beta-catenin knockout viability, CellTiter-Glo, 60 h; hits give low values; viability, % at 10 µM; 1.5% of 140,000 active;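 active = viability at or under a set limit, the compound median less 4 SD, cut at about 6% in these data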;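 also: 0% = Hyamine 1622 control at 20 µM and 100% = untreated cell control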
GALR2 blocker – blocks the human galanin receptor 2 | O43603 | GALR2-expressing cells, antagonist mode | inhibition, % at 4 µM | 0.39% of 140,000 active | AID 828; in the data active = inhibition above about 27%;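 also: cells stimulated with galanin 1-16 at roughly its EC80; 0% = agonist challenge control and 100% = basal control without agonist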
Target sequence (O43603 whole entry, looked up): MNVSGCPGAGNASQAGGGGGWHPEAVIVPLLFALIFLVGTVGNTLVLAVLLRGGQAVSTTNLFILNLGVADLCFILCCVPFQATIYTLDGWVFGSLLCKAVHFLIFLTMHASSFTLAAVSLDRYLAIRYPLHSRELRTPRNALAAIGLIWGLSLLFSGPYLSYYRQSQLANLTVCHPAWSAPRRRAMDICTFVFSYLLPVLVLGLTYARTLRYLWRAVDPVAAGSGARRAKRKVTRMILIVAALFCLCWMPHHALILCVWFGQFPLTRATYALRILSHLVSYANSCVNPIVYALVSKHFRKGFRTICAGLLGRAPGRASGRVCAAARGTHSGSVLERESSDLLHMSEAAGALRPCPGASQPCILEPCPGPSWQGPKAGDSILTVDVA
Yeast lifespan up – yeast lifespan extension; AID 775; 0.68% of 130,000 active; S. cerevisiae growth with nicotinamide, OD615; deaD strain in restrictive glucose medium; inhibition of the nicotinamide effect, % at 10 µM;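 active = inhibition above a set limit, placed 3 SD over the median of all compounds, cut at about 26% in these data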;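 also: 0% = nicotinamide-treated wells and 100% = cells grown without nicotinamide; some compounds called inactive have numbers as strong as hits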
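System: Modified budding yeast, DeaD strain | Buffer or medium: Restrictive glucose medium | Also added: 1.5 mM nicotinamide | Doses: 10 µM single point, 0.25% DMSO | Schedule: 48 h compound exposure at 30 °C, humidified | Detection: Absorbance at 615 nm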
NPY Y2 blocker – blocks the human neuropeptide Y Y2 receptor | P49146 | NPY-Y2 expressing cells, antagonist mode | inhibition, % at 2.7 µM | 0.99% of 140,000 active; in the data active = inhibition above about 17%;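 also: 0% = vehicle with agonist challenge and 100% = reference antagonist with challenge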
Target sequence (P49146 whole entry, looked up): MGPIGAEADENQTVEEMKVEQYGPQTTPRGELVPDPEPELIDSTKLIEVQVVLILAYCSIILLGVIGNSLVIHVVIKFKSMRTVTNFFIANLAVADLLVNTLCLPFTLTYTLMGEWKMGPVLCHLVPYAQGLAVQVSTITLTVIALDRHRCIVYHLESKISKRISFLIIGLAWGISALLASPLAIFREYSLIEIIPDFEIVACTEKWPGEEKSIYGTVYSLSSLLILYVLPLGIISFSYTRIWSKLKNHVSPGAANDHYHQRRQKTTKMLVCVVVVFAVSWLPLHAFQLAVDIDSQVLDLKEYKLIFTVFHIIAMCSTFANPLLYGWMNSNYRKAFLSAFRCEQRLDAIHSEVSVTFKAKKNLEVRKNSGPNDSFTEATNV
Phagocytosis inh – macrophage phagocytosis inhibition. 0.07% of 110,000 active. inhibition, % at 5 µM. J774A.1 macrophage IgG-bead phagocytosis, imaging. AID 1029;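 active = inhibition above the mean of the plate negative controls plus 5 SD, cut at about 13% in these data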;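 also: phagocytic index as fraction of beads internalized from green versus red external bead signal; plate controls were DMSO negative control for no effect and cytochalasin-D positive control for full effect; some results beyond the cut were filed as inactive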
Yeast growth inh – reduces growth of yeast BB579 in restrictive medium | inhibition, % at 10 µM | S. cerevisiae BB579 growth, OD615, 48 h | 0.51% of 140,000 active;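 active = inhibition above a set limit, 3 SD over the mean compound inhibition, cut at about 44% in these data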; also: inactives centre near -24
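Material: Saccharomyces cerevisiae DeaD strain BB579, replicative lifespan model yeast; buffer or medium: CSMM-D restrictive synthetic medium containing dextrose (glucose); compound: 10 µM single dose, DMSO 0.25%; timing: 48 h compound exposure at 30 °C after 4 h preincubation; signal: turbidity as optical density at 615 nm; benchmarks: positive control amphotericin B 10 µg/mL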
E-sel TNF inh – blocks E-selectin expression induced by TNF alpha | AID 1246 | inhibition, % at 2 µM | HUVEC TNFa-induced E-selectin immunofluorescence, high content | 0.71% of 120,000 active;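 active = inhibition above the batch mean plus 3 SD, and confirmed as a hit on visual image review, cut at about 43% in these data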;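 also: 0% = TNF-stimulated DMSO wells and 100% = unstimulated control wells; not every result past the cut was called active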
MRP1 act – MRP-1 activation; H69AR cells + doxorubicin, viability rescue, CellTiter-Glo; viability increase, % at 10 µM; 0.61% of 140,000 active; AID 799;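 active = viability gain under doxorubicin at or above a set limit, the compound median plus 3 SD, cut at about 4.7% in these data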;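 also: MRP-1 overexpressing cells given doxorubicin 25 µM after compound pretreatment; 18-22 h compound pretreatment then 72 h with doxorubicin before readout; 0% = doxorubicin-only wells and 100% = vehicle-treated cells without doxorubicin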
HCT116 PTEN-null – growth suppressors of cells with PTEN tumor suppressor deletion; HCT116 PTEN-null viability, CellTiter-Glo, 60 h; hits give low values; viability, % at 10 µM; 1.2% of 140,000 active; AID 827;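 active = viability at or below a set limit, 4 SD under the median of all tested compounds, cut at about 3.7% in these data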;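 also: PTEN knockout HCT116 line with beta catenin targeted HCT116 as companion control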
* marks the source's active call; other numbers are inactive results; · = no result given.

SMILES	Measles CPE	HCT116 bCat-KO	GALR2 blocker	Yeast lifespan up	NPY Y2 blocker	Phagocytosis inh	Yeast growth inh	E-sel TNF inh	MRP1 act	HCT116 PTEN-null
Cc1ccc(Cn2c(=N)c(C(=O)NCc3ccco3)cc3c(=O)n4ccccc4nc32)cc1	6	59	-4	-4	10	·	-21	-7	-5.0	53
Clc1ccccc1-c1nn2c(-c3ccncc3)nnc2s1	10	23	1	-6	-1	0	-42	-14	-1.5	24
CCCCn1c(SCC(=O)NCc2ccccc2)nc2ccc(N3CCOCC3)cc2c1=O	5	90	0	-14	1	0	-40	-17	-3.0	88
N#Cc1ccc(NC(=S)Nc2ccccc2)cc1	14	92	-4	-5	1	-6	-9	·	-3.4	101
Cc1ccccc1CS(=O)(=O)CCC(=O)NCc1ccccn1	6	94	-1	0	0	·	9	·	-0.9	95
COc1ccccc1-c1cc(C(F)(F)F)n2ncc(S(=O)(=O)c3ccccc3)c2n1	4	74	4	-4	1	·	7	20	-2.2	59
COc1ccc(-c2cn(-c3ccc(SC(F)F)cc3)c3[n+]2CCC3)cc1OC	21	92	2	0	3	-7	-4	·	-1.2	90
CCCCCc1ccc(S(=O)(=O)NCCc2ccncc2)cc1	22	60	-3	0	10	-2	-66	7	-0.7	70
COc1ccccc1N(CC(O)COc1c(C)cc(C)cc1C)S(=O)(=O)c1ccccc1 (configuration not stated)	2	59	5	7	13	1	-31	-20	4.3	58
Cc1ccc(NC(=O)COC(=O)c2ccn(C)n2)cc1	13	89	3	-5	-1	-1	-4	-12	1.9	92
COC(=O)CSc1nnc(CNC(=O)c2cc(OC)c(OC)c(OC)c2)n1C	25	93	7	-6	3	1	-50	-8	-1.6	95
Cc1cc(C)c(OCC(=O)Nc2ccc(NC(=O)c3ccco3)cc2)c([N+](=O)[O-])c1	7	95	7	0	0	-3	-24	4	-2.2	100
CCC1(COC(=O)Nc2cccc(Cl)c2)COC1	6	90	-2	-10	1	0	-64	18	0.0	96
Cc1ccccc1NC(=O)NCC1CCCO1 (configuration not stated)	4	91	-12	-10	0	0	-32	8	-2.9	91
C/C(Cl)=C/CSc1nn2c(=O)c3ccccc3nc2s1	7	96	-8	-25	9	0	12	·	1.8	112
COC(=O)COc1ccc(S(=O)(=O)Nc2ccc3c(c2)OCO3)cc1Cl	17	93	-3	-12	2	0	-24	-17	-1.1	99
O=C(OCCn1cncn1)c1cc2ccccc2oc1=O	5	111	-7	-20	2	-1	-26	·	-1.2	104
Cc1c(OCc2ccccc2)c(=O)ccn1Cc1ccc(Cl)cc1	2	55	-2	-8	12	-1	-15	-12	-0.5	63
O=C(N/N=C/c1sc(N2CCOCC2)nc1-c1ccccc1)c1ccccc1O	4	16	2	-1	0	4	18	-13	-0.2	16
Cc1ccc2cc(CN(C(=O)c3ccncc3)C(C)C)c(=O)[nH]c2c1	6	90	-11	-3	0	-1	-36	·	-2.8	100
COc1ccc(Cc2nnc(NC(=O)Cn3cnc4c3c(=O)n(C)c(=O)n4C)s2)cc1	23	101	3	·	9	·	-28	-33	-0.1	100
O=c1c2c(nc3cc(-c4ccc(F)cc4)[nH]n13)CCCC2	12	98	0	-6	4	0	-24	10	1.0	99
CCC(=O)NNc1cc(=O)c2c(=O)n(C)c(=O)n(C)c2[nH]1	4	100	-3	-15	5	·	10	-8	-1.7	94
COc1ccc(OC(C)C(=O)N2CCOCC2)cc1 (configuration not stated)	3	96	4	1	6	-1	-47	3	1.2	96
O=C1c2ccccc2C(Nc2ccc(-c3nc4ccccc4[nH]3)cc2)N1Cc1ccco1 (configuration not stated)	10	86	9	-1	0	0	-32	·	-5.4	83
SMILES	Measles CPE	HCT116 bCat-KO	GALR2 blocker	Yeast lifespan up	NPY Y2 blocker	Phagocytosis inh	Yeast growth inh	E-sel TNF inh	MRP1 act	HCT116 PTEN-null
CCCC(=O)Nc1ccccc1-c1nnn(CC(=O)Nc2ccc(OCC)cc2)n1	8	80	3	-3	1	·	-16	-13	-3.0	83
COc1cc2c(cc1OC)C(Cc1ccc(O)cc1)N(C)CC2 (configuration not stated)	8	36	2	3	3	2	-45	10	-2.2	38
CCOc1ccc2nc(NC(=O)CS(=O)(=O)c3ccc(C)cc3)sc2c1	2	73	-4	-12	25*	-1	-27	0	-2.1	80
COc1ccc(-c2ccc(SCC(=O)Nc3cc(C)on3)nn2)cc1OC	12	107	7	-5	-1	-3	-46	2	0.9	118
CCCNCC(O)Cn1c2ccccc2n2c(=O)cc(C)c(C#N)c12 (configuration not stated)	14	57	1	-2	5	1	0	·	-5.7	63
COc1ccc(-c2csc(NC(=O)COC(=O)c3ccco3)n2)cc1	1	87	4	1	0	-17	-10	·	-2.8	83
C/C(CC(=O)Nc1cc(C)cc(C)c1)=N\NC(=O)c1ccccn1	69*	92	9	-5	2	-3	-10	6	-0.9	95
CC(=O)Nc1sc(NC(=O)c2ccc(C)cc2)nc1-c1cccs1	4	64	8	·	1	·	-19	-18	-1.5	72
Cc1ccc(S(=O)(=O)N(C)CCCC(=O)Nc2cccc3ccccc23)cc1	17	65	-16	-3	1	-3	-4	·	-1.0	63
Cc1csc(NC(=O)CSc2nc3ccccc3c(=O)[nH]2)n1	3	95	7	-22	-1	1	5	-3	-1.8	95
COc1cc(N)c(Cl)cc1NC(=O)c1ccccc1	9	86	-1	-35	1	-1	-39	17	-4.2	92
COc1cc2c(cc1OC)C(C)N(C(=O)Cn1ncc3c1-c1ccccc1OC3)CC2 (configuration not stated)	9	71	9	2	4	0	-40	·	-1.9	70
COC(=O)c1cn(NC(=O)c2cc(OC)cc(OC)c2)c(=O)c2ccccc12	10	82	7	-5	3	·	-10	-1	-2.6	89
Cc1onc(-c2c(F)cccc2Cl)c1C(=O)NC(=S)NCc1cccnc1	5	98	-2	1	-1	-4	-34	11	-0.3	105
O=C(CN1C(=O)CSC1=O)Nc1ccc2c(c1)OCCO2	3	90	-4	-12	6	0	-20	·	0.9	98
CS(=O)(=O)N1CCN(c2ccc(C(=O)NC3C4CC5CC(C4)CC3C5)cc2[N+](=O)[O-])CC1 (configuration not stated)	5	61	-11	-2	0	-4	-6	32	-5.2	53
COc1ccc(NC(=O)N2CC(C)OC(C)C2)cc1OC (configuration not stated)	4	90	-4	-12	2	1	-44	-15	-2.9	86
c1ccc(CN2C3=NCCN3c3ccccc32)cc1	13	96	-7	2	3	0	-21	1	-1.8	96
C/C(CCN1CCCCc2nc(C)c(C)cc21)=N\O[C@@H](C)CN1CCCCc2nc(C)c(C)cc21	6	23	6	13	11	·	-42	-12	-3.9	29
O=C(COc1ccc(Cl)cc1)Nc1ccc2oc(-c3ccncc3)nc2c1	7	84	-20	-22	4	-1	-30	-9	1.6	76
O=S(=O)(NC1=NCCCCCC1)c1cccs1	3	100	0	15	-2	1	-18	10	0.6	105
O=c1c2cc(Br)cc(Br)c2oc2nc3n(c(=O)c12)CCCS3	19	106	-17	8	1	-1	-76	8	0.1	106
NC(=S)N/N=C/C=C/c1ccccc1	6	86	-1	-6	2	-13	15	-17	-3.1	93
COC(=O)Cc1ccc(NC(=O)c2ccc(Br)o2)cc1	16	95	-9	-11	4	·	-50	-2	0.3	90
COc1ccc2c(c1)C(=O)[C@@H](OC(=O)NCc1ccc3c(c1)OCO3)[C@H](c1ccc(OC)c(Br)c1)O2	10	64	-10	3	0	·	-31	-33	-1.4	58
SMILES	Measles CPE	HCT116 bCat-KO	GALR2 blocker	Yeast lifespan up	NPY Y2 blocker	Phagocytosis inh	Yeast growth inh	E-sel TNF inh	MRP1 act	HCT116 PTEN-null
O=C(NC1CCCc2ccccc21)c1ccccc1Br (configuration not stated)	12	91	2	-8	4	·	6	-22	-3.0	88
O=C(/C=C/c1ccccc1)N1CCC(Cc2ccccc2)CC1	11	96	4	-20	4	5	-33	92*	-2.4	98
CC1(C)CC(=O)c2sc(NC(=O)CCS(=O)(=O)c3ccccc3)nc2C1	13	3.6*	2	-4	0	3	-3	-13	-5.3	3.7*
CC(=O)c1cccc(N/C=C\c2nnnn2-c2ccc(F)cc2)c1	4	70	0	0	3	-6	-34	·	-3.2	71
Cc1cc(C)nc(N2N=C(C(C)(C)C)CC2=O)n1	7	92	-4	-7	3	-1	9	2	0.1	108
COc1ccc(C)cc1NC(=O)COC(=O)c1ccc(OCc2ccc(Cl)cc2Cl)c(OC)c1	26	59	15	1	3	4	-20	·	-0.4	64
CCCn1nc2cc(C(=O)NCc3ccc(OC(F)(F)F)cc3)ccc2c1OCC	10	93	-6	-11	-3	-1	-68	·	2.7	94
COc1cc(OC)cc(C(=O)NCCN2CCOCC2)c1	14	112	2	-7	1	-1	1	-3	-1.2	101
CC(=O)NNC(=O)CCC(=O)Nc1ccccc1	6	99	-1	-10	3	·	-41	-7	0.3	91
COc1ccc2[nH]c(C)c(CCNC(=S)Nc3ccccc3C)c2c1	12	54	4	0	-2	·	-17	4	1.4	66
COc1ccc(NC(=O)CCN2CCC(C)CC2)cc1	11	108	-7	3	1	·	-38	4	-0.5	111
N#Cc1nc(-c2cccs2)oc1N1CCN(c2ccccc2)CC1	25	71	-3	-13	18*	0	-44	-1	0.7	79
Cc1cccn2c(=O)c(/C=N/O)c(N3CCCCC3)nc12	9	104	7	-11	4	0	-39	-15	-1.9	92
CCOC(=O)c1ccc(NC(=O)CNC(=O)C23CC4CC(CC(C4)C2)C3)cc1	4	77	-2	-21	1	·	-22	-3	-2.9	83
Cc1ccc2[nH]c(=O)c(CN(Cc3cccs3)C(=S)NCC3CCCO3)cc2c1 (configuration not stated)	14	83	-15	6	1	-2	-46	·	-0.1	88
CN(Cc1ccccc1)C(=O)Cn1c(=O)oc2cc(S(=O)(=O)N3CCCC3)ccc21	21	93	-6	-5	3	-1	-30	7	-1.4	79
Clc1cccc(-c2nc(-c3ccccn3)no2)c1	3	75	-6	-19	1	-3	-35	-8	-3.7	66
CCn1cc([N+](=O)[O-])c(C(=O)Nc2ccn(Cc3ccccc3)n2)n1	11	105	-5	0	1	-4	-20	·	-0.7	97
CCN=c1sc(C(=O)OC)cc(=O)n1CC	4	104	2	-15	2	-3	-5	4	-4.2	102
O=C(CCc1ccc(S(=O)(=O)N2CCOCC2)cc1)Nc1cc(Cl)ccc1N1CCOCC1	35	56	-3	-11	2	2	-25	·	-5.2	61
Nc1cc(OC(=O)c2ccccc2Br)nn1S(=O)(=O)c1ccccc1	21	88	15	25	7	2	-25	-49	-2.2	91
CC(C)CCNC(=O)CC1C(=O)N(Cc2ccccc2)C(C)c2nc3ccccc3n21 (configuration not stated)	7	97	-18	-5	2	-2	-37	4	-0.6	97

An excerpt from above in order of length of the SMILES, largest number first:
SMILES	Measles CPE	HCT116 bCat-KO	GALR2 blocker	Yeast lifespan up	NPY Y2 blocker	Phagocytosis inh	Yeast growth inh	E-sel TNF inh	MRP1 act	HCT116 PTEN-null
CCOC(=O)c1ccc(NC(=O)CNC(=O)C23CC4CC(CC(C4)C2)C3)cc1	4	77	-2	-21	1	·	-22	-3	-2.9	83
CC1(C)CC(=O)c2sc(NC(=O)CCS(=O)(=O)c3ccccc3)nc2C1	13	3.6*	2	-4	0	3	-3	-13	-5.3	3.7*
Cc1cc(C)nc(N2N=C(C(C)(C)C)CC2=O)n1	7	92	-4	-7	3	-1	9	2	0.1	108
